C-LANA FP: inhibitors of KSHV LANA C-terminal domain DNA binding. MBP-C-LANA/FAM-LBS DNA binding, fluorescence polarization. 0.078% of 340,000 active. inhibition, % at 9 µM. AID 504423;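 active = highest replicate inhibition at or above 60% at 9 µM, even if other replicates fall short; inactive = all replicates below 60% inhibition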;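 note: 0% = neutral control wells and 100% = 4 µM acridine orange control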
CAL PDZ FP-1: inhibitors of human CAL PDZ peptide binding. inhibition, % at 24.9 µM. purified CAL PDZ, TMR-peptide fluorescence polarization, 1 h. 0.92% of 300,000 active. AID 602252;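 active = mean inhibition of at least 30% with at least half of replicates also reaching 30%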;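 note: 0% = DMSO neutral control and 100% = excess unlabeled competitor peptide PRC23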
SR-BI uptake up: activators of SR-BI mediated HDL lipid uptake; CHO ldlA[mSR-BI] cells, DiI-HDL uptake fluorescence, 3 h; 100 = double the neutral-control signal; activation, % at 12.5 µM; 0.096% of 320,000 active;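 active = mean replicate activation of at least 60% and every replicate at or above 60%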;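 note: 0% = median plate neutral-control signal and 100% = twice that signal; values of inactives mirror those of a sister screen read the other way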
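Material – SR-BI-overexpressing, LDLR-lacking CHO cells · Medium – BSA-supplemented, HEPES-buffered Ham's F12, pH 7.4 · Doses – single concentration · Times – compound with DiI-HDL co-incubation, 3 h at 37 °C · Measured by – bottom-read fluorescence, 550/595 nm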
CAL PDZ FP-2: human CAL PDZ-peptide interaction inhibition | Q9HD26 | purified CAL PDZ, TMR-peptide fluorescence polarization, 1 h | inhibition, % at 20 µM | 0.02% of 330,000 active | AID 504414;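 active = highest replicate inhibition of at least 40%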;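 note: plate controls were DMSO neutral control wells for no effect and unlabeled competitor peptide control wells for full effect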
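Assay system – tagged CAL PDZ protein CerCALP, purified · Timing – 1 h at RT · Compound – single point, 20 µM · Measured by – fluorescence polarization from S- and P-plane intensities, G-factor corrected · Evaluation – inhibition from polarization loss · Probe or stimulus – TMR reporter peptide T*-PRC34 · Buffer or medium – pH 7.4 phosphate-saline buffer, reducing agent, detergent, IgG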
RTF Ca sens inh: cardiac RTF calcium desensitization; P19429+P45379; IANBD-labeled cardiac RTF, Ca2+ fluorescence; inhibition, % at 7.15 µM; 0.12% of 340,000 active;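 active = inhibition above the mean inhibition of all tested compounds plus 3 SD, cut at about 17% in these data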;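 note: assay run at fixed EC70 calcium of 1.6 mM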
RTF Ca sens act: cardiac RTF calcium sensitization | activation, % at 7.2 µM | IANBD-labeled TnC RTF fluorescence at EC20 calcium; 0% EC20 calcium, 100% full calcium | 0.24% of 340,000 active;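 active = activation above the mean over all tested compounds plus 3 SD, cut at about 30% in these data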;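 note: rise in fluorescence read as greater calcium sensitivity of cardiac thin filaments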
Keap1-Nrf2 PPI: inhibitors of human Keap1-Nrf2 protein-protein interaction; 0.15% of 340,000 active; inhibition, % at 9.4 µM; Keap1 Kelch-Nrf2 peptide fluorescence polarization, 1536-well; in the data active = inhibition above about 12%;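 note: human Keap1 Kelch domain with fluorescein labeled Nrf2 9mer peptide probe; 0% = neutral control wells and 100% = peptide positive control; higher means more block of Keap1 binding to Nrf2 peptide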
Rtt109 Vps75: C. albicans Rtt109 histone acetyltransferase inhibition. 0.16% of 330,000 active. AID 540336. purified Rtt109/Vps75, ThioGlo CoA-SH fluorescence, 4 h. inhibition, % at 34.9 µM;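 active = inhibition of at least 50% in every replicate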
PKA-R2B activ: PKA-R2B complex activation; PKA-R2B holoenzyme dissociation, Cy5-IP20 fluorescence polarization; R2B truncated from residue 108, S112A mutant; 0% DMSO only, 100% 113 µM cGMP; activation, % at 11.4 µM; 0.079% of 340,000 active; P22694+P31323;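 active = activation above a cutoff set at the mean over all compounds plus 3 SD, cut at about 18% in these data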;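 note: higher means more holoenzyme dissociation and a rise in polarization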
Target sequence (P31323 whole entry, looked up, other chains not shown, the tested form may be a part): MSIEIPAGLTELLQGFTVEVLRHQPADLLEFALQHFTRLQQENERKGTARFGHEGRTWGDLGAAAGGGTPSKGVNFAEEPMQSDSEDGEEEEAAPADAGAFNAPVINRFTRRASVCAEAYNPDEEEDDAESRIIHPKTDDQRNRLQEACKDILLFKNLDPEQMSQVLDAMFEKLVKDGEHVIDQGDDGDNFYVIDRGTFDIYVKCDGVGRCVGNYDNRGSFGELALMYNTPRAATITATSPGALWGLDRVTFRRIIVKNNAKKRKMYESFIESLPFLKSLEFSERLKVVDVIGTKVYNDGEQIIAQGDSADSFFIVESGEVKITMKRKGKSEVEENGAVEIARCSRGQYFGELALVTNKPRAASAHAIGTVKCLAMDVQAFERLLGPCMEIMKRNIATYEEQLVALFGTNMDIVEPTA
DAGLB inhibitor: diacylglycerol lipase beta (human) inhibition | Q8NCG7 | 0.059% of 340,000 active | inhibition, % at 5.17 µM | HEK293T DAGLB membrane lysate, EnzChek fluorogenic substrate; in the data active = inhibition above about 34%;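 note: 0% = enzyme with vehicle and 100% = wells lacking enzyme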
Target sequence (Q8NCG7 whole entry, looked up): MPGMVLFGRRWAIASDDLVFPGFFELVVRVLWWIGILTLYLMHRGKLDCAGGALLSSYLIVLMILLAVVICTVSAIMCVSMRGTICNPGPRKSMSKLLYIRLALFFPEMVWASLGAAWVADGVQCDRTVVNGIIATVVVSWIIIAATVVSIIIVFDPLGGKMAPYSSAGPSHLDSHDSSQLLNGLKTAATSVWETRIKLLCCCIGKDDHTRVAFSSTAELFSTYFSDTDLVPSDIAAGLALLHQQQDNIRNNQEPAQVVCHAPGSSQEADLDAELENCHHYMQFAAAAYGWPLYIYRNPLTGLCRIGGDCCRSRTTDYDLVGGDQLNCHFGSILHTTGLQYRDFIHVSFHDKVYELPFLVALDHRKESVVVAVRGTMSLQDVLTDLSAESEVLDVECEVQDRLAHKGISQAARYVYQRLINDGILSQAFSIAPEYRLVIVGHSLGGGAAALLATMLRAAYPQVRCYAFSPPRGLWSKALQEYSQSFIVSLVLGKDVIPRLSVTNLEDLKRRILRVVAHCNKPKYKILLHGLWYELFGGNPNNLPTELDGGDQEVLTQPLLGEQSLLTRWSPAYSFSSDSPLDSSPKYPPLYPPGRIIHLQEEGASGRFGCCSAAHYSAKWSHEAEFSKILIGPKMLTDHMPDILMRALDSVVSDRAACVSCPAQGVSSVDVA
Active calls of the source: *.

Screening CCOC(=O)NC(NS(=O)(=O)c1ccccc1)(C(=O)OCC)C(F)(F)F (stereo not given) returned C-LANA FP 1.4, SR-BI uptake up 15, CAL PDZ FP-2 -0.7, RTF Ca sens inh -2, RTF Ca sens act 0, Keap1-Nrf2 PPI -4, Rtt109 Vps75 4, PKA-R2B activ -2 and DAGLB inhibitor -4.
O=C(Cn1ccc(NC(=O)OCc2ccccc2)nc1=O)NCCc1ccccn1 was read as C-LANA FP 1.6, CAL PDZ FP-1 -1, SR-BI uptake up -10, CAL PDZ FP-2 0.1, RTF Ca sens inh -9, RTF Ca sens act -2, Keap1-Nrf2 PPI 3, Rtt109 Vps75 2, PKA-R2B activ 2 and DAGLB inhibitor 2.
COc1cccc(NC(=O)COC(=O)c2ccco2)c1 was read as C-LANA FP 0.5, CAL PDZ FP-1 -4, CAL PDZ FP-2 -1.2, RTF Ca sens inh 6, RTF Ca sens act 3, Keap1-Nrf2 PPI -3, Rtt109 Vps75 1, PKA-R2B activ -8 and DAGLB inhibitor 0.
For CCN=c1sc2ccccc2n1CC(O)COc1ccccc1 (stereo not given) the results were C-LANA FP 5.6, CAL PDZ FP-1 -1, SR-BI uptake up -8, CAL PDZ FP-2 -0.3, RTF Ca sens inh -11, RTF Ca sens act 3, Keap1-Nrf2 PPI -6, Rtt109 Vps75 -2, PKA-R2B activ 6 and DAGLB inhibitor -8.
`CCc1cc2c(=O)c(-c3cscn3)coc2cc1O` gave C-LANA FP -0.4, CAL PDZ FP-1 9, SR-BI uptake up 0, CAL PDZ FP-2 -1.4, RTF Ca sens inh -7, RTF Ca sens act -4, Keap1-Nrf2 PPI -6, Rtt109 Vps75 -8, PKA-R2B activ 5 and DAGLB inhibitor -3.
Screening COc1ccccc1N1C(=O)S/C(=C\c2cccs2)C1=O returned C-LANA FP 30, CAL PDZ FP-1 0, SR-BI uptake up -1, CAL PDZ FP-2 -0.2, RTF Ca sens inh -8, RTF Ca sens act 6, Keap1-Nrf2 PPI -2, Rtt109 Vps75 6, PKA-R2B activ -1 and DAGLB inhibitor -4.
For CC1CCN(S(=O)(=O)c2ccc3c(ccn3CC(=O)O)c2)CC1 the results were C-LANA FP -3.5, CAL PDZ FP-1 -5, SR-BI uptake up 16, CAL PDZ FP-2 -0.7, RTF Ca sens inh -7, RTF Ca sens act -5, Keap1-Nrf2 PPI 0, Rtt109 Vps75 -3, PKA-R2B activ 0 and DAGLB inhibitor 0.
Screening O=C(CNC(=O)c1ccco1)OCc1cccc(Cl)c1 returned C-LANA FP -0.9, CAL PDZ FP-1 -7, SR-BI uptake up -3, CAL PDZ FP-2 0.1, RTF Ca sens inh -17, RTF Ca sens act -5, Keap1-Nrf2 PPI 2, Rtt109 Vps75 -1, PKA-R2B activ 4 and DAGLB inhibitor 1.
`CCOc1ccc(S(=O)(=O)N2CCN(c3ccc(OC)cc3)CC2)c2cccnc12` gave C-LANA FP -2.4, CAL PDZ FP-1 -2, SR-BI uptake up -27, CAL PDZ FP-2 0.5, RTF Ca sens inh -7, RTF Ca sens act 11, Keap1-Nrf2 PPI -4, Rtt109 Vps75 8, PKA-R2B activ 5 and DAGLB inhibitor -1.
Screening O=C(CN1C(=O)CSc2ncccc21)N1CCOCC1 returned C-LANA FP -0.3, CAL PDZ FP-1 -1, SR-BI uptake up 0, CAL PDZ FP-2 0.3, RTF Ca sens inh -1, RTF Ca sens act 4, Keap1-Nrf2 PPI -1, Rtt109 Vps75 -5, PKA-R2B activ 3 and DAGLB inhibitor 0.
Screening O=c1c2ccccc2nc(SCc2cccc(F)c2)n1C1CCCC1 returned C-LANA FP 0.3, CAL PDZ FP-1 -3, SR-BI uptake up -10, CAL PDZ FP-2 -0.6, RTF Ca sens inh -7, RTF Ca sens act 1, Keap1-Nrf2 PPI 0, Rtt109 Vps75 -2, PKA-R2B activ -4 and DAGLB inhibitor -7.
`CC(=O)Nc1cccc(N/C=C(\C=O)c2nc3ccccc3o2)c1` gave C-LANA FP -0.3, CAL PDZ FP-1 0, SR-BI uptake up 1, CAL PDZ FP-2 -3.8, RTF Ca sens inh -1, RTF Ca sens act -9, Keap1-Nrf2 PPI 1, Rtt109 Vps75 9, PKA-R2B activ -1 and DAGLB inhibitor -1.
`S=C1N(c2ccccc2)C(c2ccc(Cl)cc2)N2CCCN12` (stereo not given) gave C-LANA FP 0.5, SR-BI uptake up 6, CAL PDZ FP-2 -0.2, RTF Ca sens inh -4, RTF Ca sens act -1, Keap1-Nrf2 PPI 5, Rtt109 Vps75 -6, PKA-R2B activ -10 and DAGLB inhibitor -2.
For O=C(COc1cc([N+](=O)[O-])cc2cccnc12)NCCC1=CCCCC1 the results were C-LANA FP 1.7, CAL PDZ FP-1 -2, SR-BI uptake up -24, CAL PDZ FP-2 -0.3, RTF Ca sens inh 5, RTF Ca sens act -3, Keap1-Nrf2 PPI 3, Rtt109 Vps75 2, PKA-R2B activ -8 and DAGLB inhibitor -4.
S=c1[nH]nc(-c2ccccc2)n1/N=C/c1cccs1 was read as C-LANA FP 1.7, CAL PDZ FP-1 -5, SR-BI uptake up 17, CAL PDZ FP-2 -0.4, RTF Ca sens inh -2, RTF Ca sens act -5, Keap1-Nrf2 PPI -7, Rtt109 Vps75 3, PKA-R2B activ 5 and DAGLB inhibitor 0.
Screening O=C(/C=C/c1ccco1)c1ccccc1O returned C-LANA FP 2.5, CAL PDZ FP-1 1, SR-BI uptake up 9, CAL PDZ FP-2 -0.3, RTF Ca sens inh -8, RTF Ca sens act -1, Keap1-Nrf2 PPI -4, Rtt109 Vps75 4, PKA-R2B activ -12 and DAGLB inhibitor -3.
Screening Cc1ccc(S(C)(=O)=O)cc1C(=O)OCC(=O)N(Cc1ccccc1)Cc1ccccc1 returned C-LANA FP 1.2, SR-BI uptake up -60, CAL PDZ FP-2 -2.8, RTF Ca sens inh -12, RTF Ca sens act 0, Keap1-Nrf2 PPI -2, Rtt109 Vps75 8, PKA-R2B activ 0 and DAGLB inhibitor 0.
CCOc1ccc(CCNC(=O)Cc2ccc(NC3=NC4CS(=O)(=O)CC4S3)cc2)cc1 (stereo not given) was read as C-LANA FP 1.5, CAL PDZ FP-1 -3, SR-BI uptake up 16, CAL PDZ FP-2 0.0, RTF Ca sens inh -4, RTF Ca sens act 2, Keap1-Nrf2 PPI 1, Rtt109 Vps75 9, PKA-R2B activ -7 and DAGLB inhibitor 1.
CCOC(=O)c1cnn(-c2nc(SC)nc3sc4c(c23)CCC4)c1N was read as C-LANA FP 0.2, CAL PDZ FP-1 -1, SR-BI uptake up 21, CAL PDZ FP-2 -1.9, RTF Ca sens inh 2, RTF Ca sens act 0, Keap1-Nrf2 PPI -1, Rtt109 Vps75 -11, PKA-R2B activ 2 and DAGLB inhibitor 0.
CC(=O)c1cc2c(C)c(C(=O)c3ccccc3)oc2cc1O was read as C-LANA FP -0.5, CAL PDZ FP-1 0, SR-BI uptake up -10, CAL PDZ FP-2 -3.6, RTF Ca sens inh 0, RTF Ca sens act 2, Keap1-Nrf2 PPI -7, Rtt109 Vps75 -5, PKA-R2B activ 3 and DAGLB inhibitor -14.

An excerpt from above in order of formula weight, ascending:
S=c1[nH]nc(-c2ccccc2)n1/N=C/c1cccs1 was read as C-LANA FP 1.7, CAL PDZ FP-1 -5, SR-BI uptake up 17, CAL PDZ FP-2 -0.4, RTF Ca sens inh -2, RTF Ca sens act -5, Keap1-Nrf2 PPI -7, Rtt109 Vps75 3, PKA-R2B activ 5 and DAGLB inhibitor 0.
`CC(=O)Nc1cccc(N/C=C(\C=O)c2nc3ccccc3o2)c1` gave C-LANA FP -0.3, CAL PDZ FP-1 0, SR-BI uptake up 1, CAL PDZ FP-2 -3.8, RTF Ca sens inh -1, RTF Ca sens act -9, Keap1-Nrf2 PPI 1, Rtt109 Vps75 9, PKA-R2B activ -1 and DAGLB inhibitor -1.
Screening Cc1ccc(S(C)(=O)=O)cc1C(=O)OCC(=O)N(Cc1ccccc1)Cc1ccccc1 returned C-LANA FP 1.2, SR-BI uptake up -60, CAL PDZ FP-2 -2.8, RTF Ca sens inh -12, RTF Ca sens act 0, Keap1-Nrf2 PPI -2, Rtt109 Vps75 8, PKA-R2B activ 0 and DAGLB inhibitor 0.

Additional records follow:
CCCCN1CNC(=S)N(c2ccc(C(=O)OCC)cc2)C1 was read as C-LANA FP -0.3, CAL PDZ FP-1 14, SR-BI uptake up -5, CAL PDZ FP-2 -1.5, RTF Ca sens inh -6, RTF Ca sens act 0, Keap1-Nrf2 PPI 1, Rtt109 Vps75 3, PKA-R2B activ -6 and DAGLB inhibitor -5.
c1ccc(-c2cnn3nnnc3n2)cc1 was read as C-LANA FP 0.9, CAL PDZ FP-1 -6, SR-BI uptake up 20, CAL PDZ FP-2 -4.5, RTF Ca sens inh -3, RTF Ca sens act 4, Keap1-Nrf2 PPI 1, Rtt109 Vps75 4, PKA-R2B activ -4 and DAGLB inhibitor -1.
Screening COC(=O)c1sc(NC(=S)NC(=O)c2ccccc2Cl)nc1C returned C-LANA FP 4.6, CAL PDZ FP-1 0, SR-BI uptake up -15, CAL PDZ FP-2 0.4, RTF Ca sens inh 7, RTF Ca sens act 5, Keap1-Nrf2 PPI -3, Rtt109 Vps75 -3, PKA-R2B activ -8 and DAGLB inhibitor -4.
CCN(CC)c1ccc(C(=O)NC(=S)N2CCN(Cc3ccc4c(c3)OCO4)CC2)cc1 was read as C-LANA FP 1.8, CAL PDZ FP-1 -1, SR-BI uptake up 6, CAL PDZ FP-2 -2.8, RTF Ca sens inh -5, RTF Ca sens act -5, Keap1-Nrf2 PPI -1, Rtt109 Vps75 20, PKA-R2B activ -3 and DAGLB inhibitor -8.
For CCCCC1(C)Cc2ccccc2C(=S)N1 (stereo not given) the results were C-LANA FP -1.0, CAL PDZ FP-1 -4, SR-BI uptake up -13, CAL PDZ FP-2 -0.8, RTF Ca sens inh 1, RTF Ca sens act 1, Keap1-Nrf2 PPI 0, Rtt109 Vps75 -8, PKA-R2B activ 0 and DAGLB inhibitor -4.
Screening C#Cc1ccc(CN2CCC(N3CCC(C(=O)NCc4ccccn4)CC3)CC2)cc1 returned C-LANA FP 1.0, CAL PDZ FP-1 -2, SR-BI uptake up 7, CAL PDZ FP-2 -0.6, RTF Ca sens inh -4, RTF Ca sens act -1, Keap1-Nrf2 PPI -4, Rtt109 Vps75 4, PKA-R2B activ 4 and DAGLB inhibitor 5.
O=C1NC(c2ccc(Br)cc2)Nc2ccccc21 (stereo not given) was read as C-LANA FP 107*, CAL PDZ FP-1 5, SR-BI uptake up 30, CAL PDZ FP-2 -0.8, RTF Ca sens inh 0, RTF Ca sens act 1, Keap1-Nrf2 PPI -6, Rtt109 Vps75 8, PKA-R2B activ -4 and DAGLB inhibitor 1.
